Compound activity (PubChem)
EBNA-1 inhibitor: blocks EBNA-1 binding to DNA. EBNA-1 DNA binding, fluorescence polarization. inhibition, % at 14.8 µM. 300,000 compounds, 0.34% hits. AID 1950; in the data active = inhibition above about 28%
LYPLA2 counter: counter-screen for PME1 inhibitors: inhibitors of human LYPLA2; O95372; recombinant LYPLA2, FP-Rh probe fluorescence polarization; inhibition, % at 5.9 µM; 320,000 compounds, 0.38% hits; AID 2177;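 active = inhibition above the screen-wide mean plus 3 SD, limit set per campaign, cut at about 26% in these data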;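 also: 0% = LYPLA2 with DMSO and 100% = wells lacking LYPLA2 enzyme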
Target sequence (O95372 whole entry, looked up): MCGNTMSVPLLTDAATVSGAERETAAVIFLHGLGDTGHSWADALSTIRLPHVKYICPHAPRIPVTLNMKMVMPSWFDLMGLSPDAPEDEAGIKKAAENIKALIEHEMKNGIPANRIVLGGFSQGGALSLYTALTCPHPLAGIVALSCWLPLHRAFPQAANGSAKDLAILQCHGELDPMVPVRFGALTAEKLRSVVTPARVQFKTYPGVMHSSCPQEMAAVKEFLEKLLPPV
PAD4 FP inh: blocks human protein arginine deiminase 4. inhibition, % at 6.36 µM. 330,000 compounds, 0.41% hits. AID 485272. recombinant PAD4, RCA probe fluorescence polarization. Q9UM07;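 active = percent inhibition above a cutoff equal to the mean of all tested compounds plus 3 SD, cut at about 15% in these data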;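 also: 0% = PAD4 with RCA probe and DMSO and 100% = probe without PAD4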
LYPLA1 inh: LYPLA1 (human) inhibition in PME1 counter-screen; inhibition, % at 5.9 µM; recombinant LYPLA1, FP-Rh probe fluorescence polarization; 320,000 compounds, 0.16% hits; O75608;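 active = inhibition above the mean of all tested compounds plus 3 SD, set per campaign, cut at about 14% in these data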;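 also: inhibitors block serine hydrolase probe labeling of LYPLA1 so polarization falls; 0% = enzyme with DMSO and 100% = wells lacking LYPLA1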
Target sequence (O75608 whole entry, looked up): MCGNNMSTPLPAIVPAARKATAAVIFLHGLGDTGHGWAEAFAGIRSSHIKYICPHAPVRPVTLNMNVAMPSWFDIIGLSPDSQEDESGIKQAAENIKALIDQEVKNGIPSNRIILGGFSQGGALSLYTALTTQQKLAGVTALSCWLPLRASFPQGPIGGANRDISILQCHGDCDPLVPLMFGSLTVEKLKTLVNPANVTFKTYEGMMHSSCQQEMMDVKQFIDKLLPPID
PAFAH2 inh: PAFAH2 (human) inhibition. recombinant PAFAH2, FP-rhodamine activity probe, fluorescence polarization. inhibition, % at 3.39 µM. 340,000 compounds, 0.99% hits. Q99487. AID 492956;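 active = inhibition above the mean over all tested compounds plus 3 SD, cut at about 30% in these data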;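 also: inhibitors block probe labeling of enzyme so polarization drops; 0% = enzyme with DMSO and 100% = wells lacking PAFAH2 protein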
ZTA DNA inh: blocks Epstein-Barr virus ZTA, an EBNA-1 counter-screen; ZTA-DNA binding, fluorescence polarization; inhibition, % at 11 µM; 320,000 compounds, 0.15% hits; in the data active = inhibition above about 33%
Target sequence (P03206 whole entry, looked up): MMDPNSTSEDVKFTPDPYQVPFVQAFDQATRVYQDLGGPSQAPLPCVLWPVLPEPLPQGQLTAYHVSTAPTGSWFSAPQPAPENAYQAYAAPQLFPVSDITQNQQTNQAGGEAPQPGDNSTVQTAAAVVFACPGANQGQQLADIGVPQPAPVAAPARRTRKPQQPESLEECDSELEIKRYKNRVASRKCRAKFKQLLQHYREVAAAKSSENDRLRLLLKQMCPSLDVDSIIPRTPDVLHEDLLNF
PAFAH1B3 FP inh: inhibitors of human PAFAH1B3. Q15102. recombinant PAFAH1B3, FP-rhodamine probe, fluorescence polarization. inhibition, % at 3.39 µM. 340,000 compounds, 0.28% hits;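 active = inhibition above the screen-wide average of all tested compounds plus 3 SD, cut at about 25% in these data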;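 also: 0% = enzyme with DMSO only and 100% = wells lacking PAFAH1B3 protein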
Target sequence (Q15102 whole entry, looked up): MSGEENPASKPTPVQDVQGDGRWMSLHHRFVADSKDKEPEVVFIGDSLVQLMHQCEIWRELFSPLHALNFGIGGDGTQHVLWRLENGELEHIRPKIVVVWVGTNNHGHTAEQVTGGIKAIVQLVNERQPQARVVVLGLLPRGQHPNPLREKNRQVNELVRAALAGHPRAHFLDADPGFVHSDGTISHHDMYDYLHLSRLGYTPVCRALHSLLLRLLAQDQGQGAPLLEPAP
GSTO1 counter: counter-screen for RBBP9 inhibitors: inhibitors of human GSTO1; P78417; recombinant GSTO1, activity-based probe fluorescence polarization; inhibition, % at 5.96 µM; 300,000 compounds, 1.1% hits; AID 1974;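 active = inhibition above the campaign mean inhibition plus 3 SD, cut at about 35% in these data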;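 also: 0% = GSTO1-1 with DMSO and 100% = wells lacking GSTO1-1 enzyme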
PREPL inh: human PREPL enzyme inhibition. Q4J6C6. recombinant PREPL, fluorescence polarization activity-based probe. inhibition, % at 5.96 µM. 320,000 compounds, 0.68% hits; in the data active = inhibition above about 43%;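 also: 0% = enzyme with DMSO and 100% = wells lacking enzyme; many of its hits are not listed in these tables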
* marks the source's active call; other numbers are inactive results; / = no result given. This is a subset. The share of hits here may be higher or lower than overall.

SMILES	EBNA-1 inhibitor	LYPLA2 counter	PAD4 FP inh	LYPLA1 inh	PAFAH2 inh	ZTA DNA inh	PAFAH1B3 FP inh	GSTO1 counter	PREPL inh
CC(C)c1nc(SCC(=O)Nc2c[nH]c(=O)[nH]c2=O)c2cnn(-c3ccccc3)c2n1	-12	-2	0	-3	0	-7	0	-7	-35
O=C(CCN1C(=O)C2C3C=CC(C3)C2C1=O)Oc1ccc2ccccc2c1 (stereo unspecified)	-3	0	-4	-4	-2	-9	3	-6	26
CCCc1cc(=O)oc2cc(C)cc(OC(C)C(=O)NCC3CCC(C(=O)O)CC3)c12 (stereo unspecified)	-6	-4	1	-1	2	4	6	0	7
CC(C)CN1C(=O)C(=O)N(CC(=O)Nc2cc(Cl)ccc2Oc2ccccc2)C1=O	-7	2	-2	-2	-1	6	3	6	-3
CN(C)S(=O)(=O)c1ccc(Cl)c(C(=O)Nc2nc3ccccc3[nH]2)c1	5	1	0	-1	1	3	-1	1	-7
CC1CCN(C(=O)c2[nH]cnc2C(=O)N[C@@H](C)c2ccccc2)CC1	/	4	-5	0	6	-4	-1	/	7
Cc1ccccc1NC1=C(Cl)C(=O)OC1OC(C)C (stereo unspecified)	-1	3	0	-2	-3	9	8	2	10
CCN(CC)C(=O)CN1C(=O)C2(OCC(C)(c3ccccc3)CO2)c2ccccc21 (stereo unspecified)	-2	4	0	1	2	-6	1	11	18
Cc1c(C2Nc3ccccc3C(=O)N2O)cnn1C (stereo unspecified)	-4	5	-2	3	3	-16	10	7	2
O=C(COc1ccc2c3c(c(=O)oc2c1)CCCC3)NCCCN1CCOCC1	-7	1	1	1	5	-4	5	0	16
CC(=O)N1N=C(c2cccs2)CC1c1ccc(Br)cc1 (stereo unspecified)	-13	0	1	-5	4	-2	9	-1	-18
CSc1ncccc1C(=O)NCC1CCCCC1	-5	2	0	1	5	-7	6	5	7
CCOc1cc2c(cc1OCC)C(c1ccccc1OC)OC(=O)C2 (stereo unspecified)	1	-9	2	0	-7	5	10	-7	4
Cc1ccc(S(=O)(=O)CC(=O)Nc2ncc([N+](=O)[O-])s2)cc1	-7	0	-8	2	4	8	1	6	-3
CC(C)C(c1nnnn1Cc1ccc(F)cc1)N1CCN(Cc2ccc3c(c2)OCO3)CC1 (stereo unspecified)	-16	-3	-7	-1	-7	-16	2	4	-66
N#Cc1nc(-c2cccs2)oc1N1CCN(Cc2ccccc2)CC1	-1	7	-1	6	-4	-3	2	6	37
CCOCCn1c(C)c(C(=O)OCC)c2cc(O)c3ccccc3c21	/	-2	3	-2	1	4	12	/	2
COc1cc2ccccc2cc1C(=O)Nc1ccc2oc(=O)ccc2c1	-12	-7	-3	-5	10	19	-4	5	6
COc1ccc(S(=O)(=O)N2CN(Cc3ccco3)c3nc4ccccc4nc32)cc1	-4	1	-1	1	21	6	19	1	9
Cc1ccc(S(=O)(=O)NNC(=O)C2CCN(S(=O)(=O)c3ccc(C)cc3)CC2)cc1	0	2	1	-1	1	-4	9	6	5
O=c1c2[nH]cnc2n(-c2ccccc2)c(=O)n1Cc1ccccc1	-6	-1	-4	3	3	-7	7	2	7
Cc1cc(C)c(C#N)c(OCC(=O)c2ccc(Br)cc2)n1	-15	0	-4	2	-11	-11	2	13	10
COc1cc(OC)cc(-c2c(-c3ccc(F)cc3)c3cc(-c4cnc(OC)nc4)ccc3n2C)c1	/	1	-4	4	5	-2	6	/	8
Cc1cccc(CN2CCN(CC(=O)NCCCN3CCCC3=O)C2=O)c1	-6	1	-3	4	-1	6	1	-10	4
CCC(c1nnc(SCC(=O)NNC(=O)c2ccccc2)n1Cc1ccccc1)N(C)C (stereo unspecified)	-6	6	0	2	3	-18	2	2	15
Continuation:
SMILES	EBNA-1 inhibitor	LYPLA2 counter	PAD4 FP inh	LYPLA1 inh	PAFAH2 inh	ZTA DNA inh	PAFAH1B3 FP inh	GSTO1 counter	PREPL inh
C=CC[C@@H](CC(=O)NCCO)C(=O)NCCOC(=O)[C@@H](CC=C)Cc1ccc(F)cc1	/	/	5	/	2	/	2	/	7
O=C(COC(=O)C1CCC(=O)N1)Nc1ccccc1OC(F)F (stereo unspecified)	/	/	-4	/	8	/	11	/	2
CN(C)/C=C/C(=O)c1ccc(Cl)cc1	10	0	-2	-2	0	-2	1	-1	-16
C=CCn1c(COc2cccc(C)c2)nnc1SCC(=O)NC(=O)NCc1ccco1	-8	0	-1	-3	12	2	2	-4	-14
Cc1csc2c(=O)sc(NC(=O)c3ccco3)nc12	-8	-2	4	0	2	1	8	1	-4
COc1cc2c(cc1OC)C1(Nc3c-2c(-c2ccccc2)nn3-c2ccccc2)C(=O)Nc2ccccc21 (stereo unspecified)	-8	-12	7	-9	-11	-2	-14	-1	3
COc1ccc(NS(=O)(=O)c2cccc(C(=O)NN=C(C)c3ccco3)c2)cc1	/	/	-3	/	-2	/	1	/	2
COc1ccc(NC(=O)c2ccc(OCc3c(C)noc3C)c(OC)c2)cn1	0	4	0	-1	-5	6	-3	1	5
Cc1csc(NC(=O)CSc2nnc(C)c(=O)n2N)n1	2	2	5	-1	6	-3	2	16	1
CCCCN(C(C)=O)C1CC(=O)N(c2ccc(OCCC)cc2)C1=O (stereo unspecified)	2	-4	0	0	0	-14	5	6	-2
COc1cccc(C(c2nnnn2CCc2ccccc2)N2CCN(c3ccccc3)CC2)c1OC (stereo unspecified)	4	-1	5	1	6	13	4	1	17
Cc1cc(C)n(CC(=O)N/N=C/c2cc([N+](=O)[O-])ccc2O)n1	-10	1	-2	-2	-5	-10	10	3	6
CN1CCN(C(=O)CSc2nnc(COc3ccccc3)o2)CC1	1	0	-1	2	2	10	7	6	4
COc1ccc(C2=C(C=C(C#N)C#N)C(c3ccccc3C)c3ccccc3O2)cc1OC (stereo unspecified)	-2	-3	1	-4	-10	19	2	-2	-4
CCOc1ccc(NC(=O)C(c2ccccn2)N(C(=O)CCl)c2ccc(OCC)cc2)cc1 (stereo unspecified)	-3	0	-8	-1	6	-3	-3	43*	14
O=c1[nH]cnc2scc(-c3ccccc3)c12	3	4	5	-1	0	1	-2	2	3
COC(=O)N/N=C/c1ccc(/C=N/NC(=O)OC)cc1	10	4	-2	3	10	25	2	6	-1
COCC(C)n1c(SCC(=O)N2CCOCC2)nc2ccccc2c1=O (stereo unspecified)	/	/	-2	/	-6	/	2	/	23
Cc1ccc(SCc2cn3c(C)cc(C)nc3n2)cc1	10	4	-2	0	-2	2	8	2	-2
Cc1ccc(C(=O)N/N=C\c2cc3c(cc2Br)OCO3)s1	22	-5	1	0	-12	4	-9	-3	8
Cn1c(=O)[nH]c(=O)c2[nH]c(CN3CCN(Cc4ccccc4)CC3)nc21	-5	7	0	5	1	-11	-3	6	-6
Cc1ccc(NC(=O)c2cccnc2)c([N+](=O)[O-])c1	3	-3	1	-2	-7	-5	1	-1	8
Cc1cc(C)cc(C(=O)NCC(=O)OCC(=O)Nc2cccnc2Cl)c1	-3	2	1	-2	-5	-7	-2	23	19
COc1ccc(CC(=O)NNS(=O)(=O)c2ccccc2[N+](=O)[O-])cc1OC	1	1	2	1	2	-1	2	4	10
CCOc1ccc2cc(C3CC(c4ccco4)=NN3S(=O)(=O)c3ccccc3)c(Cl)nc2c1 (stereo unspecified)	0	-4	-1	-5	-5	-14	0	-1	0
Going on with the list:
SMILES	EBNA-1 inhibitor	LYPLA2 counter	PAD4 FP inh	LYPLA1 inh	PAFAH2 inh	ZTA DNA inh	PAFAH1B3 FP inh	GSTO1 counter	PREPL inh
Cc1ccc(S(=O)(=O)N2CCN(CC(O)CN3CCOCC3)CC2)cc1 (stereo unspecified)	/	2	-4	0	-7	-6	1	/	-8
CCOC(=O)c1c(CN(C)C)n(-c2ccccc2)c2cc(Br)c(OC)cc12	-3	-7	-1	-3	-11	-4	7	-2	0
Cc1ccc(N2CCN(C(=O)c3cc(C(=O)c4ccccc4C)c[nH]3)CC2)c(C)c1	2	13	-2	3	1	-9	0	4	24
Cc1cc(C)n(C(=O)c2cccc(S(=O)(=O)N3CCCCC3)c2)n1	1	-2	-5	-3	0	-7	-4	17	16
CCc1ccccc1-n1c(SCC(=O)N2CCCC2)nnc1-c1ccccn1	4	-11	2	-8	8	4	-3	4	10
CC(C)CSc1n[nH]c(=S)s1	-3	-1	0	-1	27	17	8	14	-3
CCNC(=S)N(Cc1cc2cc(C)c(C)cc2[nH]c1=O)C1CCCC1	5	5	-1	1	3	2	9	1	10
CCOc1ccc(N2C(=O)CC(NC3CCN(C(=O)c4cccs4)CC3)C2=O)cc1 (stereo unspecified)	6	6	-4	2	3	-1	5	0	7
O=C(CSc1nnc(C2CC2)n1-c1ccccc1)NCCN1C(=O)CSC1=O	0	0	4	0	-6	10	-1	6	8
O=C(CSc1nnc(NC(=O)C2CC(=O)N(c3ccc(F)cc3)C2)s1)NCC1CCCO1 (stereo unspecified)	2	3	-9	-2	5	7	-5	5	3
O=C(CSc1nnc(-c2cccnc2)n1-c1ccccc1)Nc1ccc2c(c1)OCO2	3	-1	0	-1	0	8	3	14	13
S=C(Nc1ccc(N2CCOCC2)cc1)Nc1ccc2nc(-c3ccco3)c(-c3ccco3)nc2c1	-8	4	3	-3	7	-17	14	50*	46*
COc1cc(S(=O)(=O)N2CCN=C2c2ccccc2)c(OC)cc1Cl	-4	-2	-2	-3	-1	-23	9	4	8
CCN(CC)S(=O)(=O)c1ccc2c(c1)nc(CCC(=O)Nc1ccc(N3CCOCC3)cc1)n2C	0	-1	-12	-4	7	4	2	1	9
COc1ccc(-c2cn(-c3ccc(OC)cc3)c3[n+]2-c2ccccc2CC3)cc1	-1	4	1	-1	7	2	-3	3	1
COc1ccc(C)cc1NC(=O)CNC(=O)[C@@H]1Cc2ccccc2CN1	-5	1	-5	-1	4	-3	5	4	5
CN(C)CCCCOc1cccc(Br)c1	3	-1	-4	2	-6	-6	6	3	-7
N#Cc1c(N)c2ccccn2c1C(=O)c1ccc(Br)cc1	10	12	-6	0	3	12	3	-2	-22
CN(C)c1nc(N)nc(Cn2nnc(-c3ccc(C(F)(F)F)cc3)n2)n1	-3	3	1	0	-1	-18	6	4	0
CCCNC(=O)CS(=O)Cc1nc(-c2ccccc2C)oc1C (stereo unspecified)	-6	5	1	0	-5	-9	-5	4	13
COc1ccc(NC(=O)NNC(=O)COc2ccc3ccccc3c2)cc1	9	-3	-6	-3	-5	1	3	-6	7
CCCCOc1ccc(N(CC(=O)NCC2CCCO2)C(=O)CCC(=O)Nc2cc(C)ccn2)cc1 (stereo unspecified)	-4	2	-3	-2	-14	1	-11	-6	18
CC(=NNC(=O)c1ccc(NS(=O)(=O)c2ccc(Br)cc2)cc1)c1cccnc1	/	/	-5	/	-1	/	4	/	10
CC(C)Oc1ccc(-c2nn(-c3ccccc3)cc2/C=c2\sc3ncnn3c2=O)cc1	-8	-3	3	-4	/	-13	/	-4	-1
ONC(=Nc1ccc(Cl)cc1)c1ccccc1	4	3	2	-1	2	9	2	9	3
COc1ccc(CN2C(=O)c3cccnc3C2=O)cc1S(=O)(=O)N(C)Cc1ccco1	-4	-6	-2	-2	3	3	6	0	21

One compound at a time (already shown).
`O=C(CSc1nnc(C2CC2)n1-c1ccccc1)NCCN1C(=O)CSC1=O` reads EBNA-1 inhibitor = 0; LYPLA2 counter = 0; PAD4 FP inh = 4; LYPLA1 inh = 0; PAFAH2 inh = -6; ZTA DNA inh = 10; PAFAH1B3 FP inh = -1; GSTO1 counter = 6; PREPL inh = 8
`CC(C)CSc1n[nH]c(=S)s1` reads EBNA-1 inhibitor = -3; LYPLA2 counter = -1; PAD4 FP inh = 0; LYPLA1 inh = -1; PAFAH2 inh = 27; ZTA DNA inh = 17; PAFAH1B3 FP inh = 8; GSTO1 counter = 14; PREPL inh = -3
`CCN(CC)S(=O)(=O)c1ccc2c(c1)nc(CCC(=O)Nc1ccc(N3CCOCC3)cc1)n2C` reads EBNA-1 inhibitor = 0; LYPLA2 counter = -1; PAD4 FP inh = -12; LYPLA1 inh = -4; PAFAH2 inh = 7; ZTA DNA inh = 4; PAFAH1B3 FP inh = 2; GSTO1 counter = 1; PREPL inh = 9
